GRK2 aptamer HTS: inhibitors of human GRK2 displacing RNA aptamer | P25098 | bead flow cytometry, FAM-aptamer displacement from GRK2 | inhibition of aptamer binding, % at 10 µM | 330,000 tested, 0.59% active | AID 488847;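 active means inhibition of aptamer binding above 40%, roughly 3 SD of noise, on plates passing a quality check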;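 further: median bead fluorescence of bound FAM aptamer so fluorescent compounds give negative values; no value below 0 was filed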
BCLXL inh: blocks human Bcl-xL binding to Bim BH3 peptide; Q07817; GST-Bcl-xL / FITC-Bim BH3 peptide fluorescence polarization; inhibition, % at 10.9 µM; 320,000 tested, 0.7% active;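 active means inhibition above the mean of all tested compounds plus 3 SD, cutoff set per campaign, cut at about 30% in these data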;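 further: 0% = DMSO wells and 100% = unlabeled Bim-BH3 peptide competitor; inhibitors lower millipolarization by displacing the labeled peptide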
PME-1 primary: PME-1 (human) inhibition. 320,000 tested, 0.53% active. recombinant PME-1, FP-Rh probe fluorescence polarization. AID 2130. inhibition, % at 5.9 µM;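 active means inhibition above the campaign mean of all compounds plus 3 SD, cut at about 26% in these data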;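 further: competitive labeling of PME-1 active site by serine hydrolase directed probe; 0% = PME-1 with DMSO and 100% = wells lacking PME-1 enzyme; inhibitors block probe labeling so polarization falls and inhibition rises; many of its hits are not listed in these tables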
MCL1-BIM inh: inhibitors of human MCL1 binding to BIM-BH3 peptide. 320,000 tested, 0.68% active. AID 2057. Q07820. GST-MCL1 / FITC-Bim-BH3 fluorescence polarization. inhibition, % at 10.9 µM;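 active means inhibition above the mean inhibition of all tested compounds plus 3 SD, set per campaign, cut at about 40% in these data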;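 further: 0% = DMSO wells and 100% = unlabeled Bim-BH3 peptide control; higher means more loss of mP so more displacement of Bim peptide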
MEX-5 binding: C. elegans MEX-5 TCR-2 RNA binding activity; MEX-5/FITC-TCR2 RNA binding, fluorescence polarization; hits give low values; 300,000 tested, 0.38% active; Q9XUB2; activity score (negative = inhibition of binding), % at 10 µM; AID 1832;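 active means inhibition past about -25% in most replicates, and total fluorescence under double the plate's negative control median, limit read from the data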;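 further: 0% = DMSO and -100% = 5 µM competing unlabeled TCR2 RNA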
GLD-1 RNA inh: GLD-1-TGE RNA interaction inhibition (C. elegans) | Q17339 | purified GLD-1 + fluorescein TGE RNA, fluorescence polarization | inhibition, % at 5.96 µM | 320,000 tested, 0.44% active | AID 2280;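 active means percent inhibition above a per-plate cutoff, the plate mean of test compounds plus 3 SD, cut at about 30% in these data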;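 further: 0% = DMSO wells with GLD-1 and probe and 100% = wells lacking GLD-1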
VLA-4 inh: inhibition in a human VLA-4 binding assay; P13612; VLA-4 expressing cells, ligand binding flow cytometry; inhibition, % (about 7 µM as worked out from the volumes in the protocol); 330,000 tested, 0.2% active; AID 2557; in the data active means inhibition above about 50%
Target sequence (P13612 whole entry, looked up): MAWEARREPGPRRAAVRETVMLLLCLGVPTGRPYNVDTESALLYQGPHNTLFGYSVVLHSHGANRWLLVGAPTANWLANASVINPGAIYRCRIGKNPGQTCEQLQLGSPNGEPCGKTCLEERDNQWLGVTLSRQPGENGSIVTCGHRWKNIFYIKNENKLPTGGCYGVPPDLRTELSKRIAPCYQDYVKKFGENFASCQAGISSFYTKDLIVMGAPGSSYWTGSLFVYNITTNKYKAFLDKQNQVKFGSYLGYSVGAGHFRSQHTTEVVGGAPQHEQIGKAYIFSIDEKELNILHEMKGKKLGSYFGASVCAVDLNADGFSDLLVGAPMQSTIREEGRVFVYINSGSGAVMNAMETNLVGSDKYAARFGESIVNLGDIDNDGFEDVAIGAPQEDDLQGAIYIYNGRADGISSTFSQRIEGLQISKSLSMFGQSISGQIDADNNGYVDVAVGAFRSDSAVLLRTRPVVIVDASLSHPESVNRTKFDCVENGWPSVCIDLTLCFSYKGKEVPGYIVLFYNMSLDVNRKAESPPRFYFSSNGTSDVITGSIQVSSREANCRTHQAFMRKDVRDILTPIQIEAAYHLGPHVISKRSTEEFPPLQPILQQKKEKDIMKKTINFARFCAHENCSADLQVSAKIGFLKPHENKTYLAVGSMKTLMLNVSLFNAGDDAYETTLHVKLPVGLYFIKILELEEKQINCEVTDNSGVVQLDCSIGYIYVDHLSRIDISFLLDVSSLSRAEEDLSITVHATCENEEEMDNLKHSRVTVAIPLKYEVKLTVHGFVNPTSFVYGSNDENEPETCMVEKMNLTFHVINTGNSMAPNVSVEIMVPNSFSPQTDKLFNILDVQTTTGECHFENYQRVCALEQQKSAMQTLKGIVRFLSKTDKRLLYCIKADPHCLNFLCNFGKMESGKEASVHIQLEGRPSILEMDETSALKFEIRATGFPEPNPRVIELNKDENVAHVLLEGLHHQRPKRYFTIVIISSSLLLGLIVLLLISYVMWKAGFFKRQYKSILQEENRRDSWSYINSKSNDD
Efflux pump mplx: blocks antifungal efflux pumps in multiplex yeast assay. S. cerevisiae Candida pump triplex, Nile Red efflux. inhibition, % at 10 µM. 330,000 tested, 0.44% active;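 active means plate passing quality check with inhibition over a set limit, or well fluorescence over plate mean plus 4 SD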;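 further: Nile Red retained in pooled yeast measured as flow cytometry median fluorescence; 0% = buffer negative control and 100% = Enniatin B positive control; higher means more Nile Red kept so more efflux inhibition; some compounds called inactive have numbers as strong as hits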
Fam108B inh: counter-screen for RBBP9 inhibitors: inhibitors of mouse Fam108B; 300,000 tested, 0.33% active; AID 1947; inhibition, % at 9.51 µM; recombinant Fam108B, FP-Rh probe fluorescence polarization;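 active means inhibition above the screen mean inhibition plus 3 SD, computed separately per campaign, cut at about 18% in these data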;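 further: inhibitors lower polarization as less probe binds the enzyme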
Starred values were filed as active, the others as inactive; nt = not tested or not shown. Not all compounds are listed (hit frequency here may not be typical).

SMILES	GRK2 aptamer HTS	BCLXL inh	PME-1 primary	MCL1-BIM inh	MEX-5 binding	GLD-1 RNA inh	VLA-4 inh	Efflux pump mplx	Fam108B inh
COc1cc(NC(=O)CSCc2ccccc2)c(C(=O)O)cc1OC	0	0	0	6	2.3	0	18	0.1	-1
C=CCn1c(SCC(=O)NC(=O)NCC(C)C)nnc1C1CCCCC1	0	1	1	2	0.8	-4	14	0.0	0
O=C(O)c1cccc(N2C(=O)c3ccc4c5c(ccc(c35)C2=O)C(=O)N(c2cccc(C(=O)O)c2)C4=O)c1	0	12	8	18	-6.6	3	-1	-0.1	5
CCc1nc(SCC(=O)NCCc2ccccc2)c2c(=O)n(C)c(=O)n(C)c2n1	0	6	1	-6	-0.5	-2	-1	0.0	1
O=C(/C=C\Nc1ccccn1)c1ccc(Cl)cc1	0	6	-6	0	nt	-5	8	0.0	0
O=C(CCC(=O)N1CCN(Cc2ccccc2)CC1)Nc1nnc(C2CCCCC2)s1	0	6	-2	-1	0.4	-8	9	0.5	-1
COC(=O)c1ccc(/C=N/N2CCN(Cc3ccc(C)cc3C)CC2)cc1	5	1	-1	5	2.0	7	2	0.0	0
CCCCNC(=O)c1ccc(NC(=O)C2CCCO2)cc1 (stereo not drawn)	0	0	-13	1	0.8	6	6	0.1	0
O=c1cc(CO)oc(C(Nc2cccc(C(F)(F)F)c2)c2ccccn2)c1O (stereo not drawn)	4	34*	-3	30	-2.7	76*	-2	0.4	-5
C=CCN1N=C(c2ccc(Cl)s2)CSC1=O	2	6	-5	-1	-0.9	-2	7	0.0	3
CC1=C(C(=O)c2ccccc2)C(c2ccc(O)cc2)NC(=S)N1 (stereo not drawn)	0	0	-4	7	3.9	1	-5	0.0	-2
COc1ccc(CC(=O)Nc2cccc(S(=O)(=O)N3CCCCCC3)c2)cc1OC	0	1	11	-6	0.4	1	2	-0.3	0
CCN(CC(=O)Nc1cc(Cl)ccc1C)C(=O)c1ccc(N2CCCC2=O)cc1	0	6	0	35	nt	7	4	0.1	nt
CCOC(=O)[C@H]1[C@H]2COc3cc(OC)ccc3[C@@H]2N2C(=O)CN(Cc3ccccc3)C(=O)[C@@]12C	0	0	0	3	nt	3	11	0.0	nt
O=C(CSc1nnc(Cn2c(=O)sc3ccccc32)n1CCc1ccccc1)N1CCOCC1	1	-7	1	-10	nt	6	-1	0.1	-2
CN(CCS(=O)(=O)c1ccc(Cl)cc1)Cc1cccnc1	5	0	-3	3	-2.6	5	16	0.0	0
CCN(CC)S(=O)(=O)c1ccc(C(=O)OCCN2C(=O)CCC2=O)cc1	4	6	-6	12	-2.8	-7	-3	-0.1	3
CC(=O)c1cccc(NC(=O)CCS(=O)(=O)c2ccc(Br)s2)c1	0	0	5	-3	0.3	2	-1	-0.4	4
CC(=O)c1ccc(S(=O)(=O)N(C)C(C)CCc2ccco2)cc1 (stereo not drawn)	0	nt	nt	nt	1.2	nt	-2	-0.2	nt
Cc1ccc(C)c(NC(=O)C2CCC(C)(C(=O)O)C2(C)C)c1 (stereo not drawn)	2	7	3	-5	0.1	2	13	-0.1	1
CSC1=N/C(=C\c2cccc(F)c2)C(=O)S1	0	10	4	5	0.6	6	0	0.0	4
CC(C)Sc1nc(-c2ccccc2)cc(=O)[nH]1	3	9	-1	2	-0.7	2	2	-0.1	0
CCN(c1ccc(OCC(=O)OCC(=O)c2c(N)n(C)c(=O)n(C)c2=O)cc1)S(=O)(=O)c1ccccc1	0	-4	4	-1	0.2	3	8	0.1	3
CCc1ccc(NC(=O)Cn2nnc(C(=O)NCc3ccco3)c2N)cc1	0	0	-3	-9	-1.0	-3	27	0.2	-3
CCCc1cc(-c2n[nH]c(C(=O)OCC)c2-c2cscn2)c(O)cc1O	0	3	7	7	0.8	4	-4	0.2	2
COc1cc(/C=C/C(=O)OCC(=O)Nc2ccc(S(N)(=O)=O)cc2)ccc1O	1	7	-5	6	0.3	-3	-3	0.0	1
COc1cc(/C=N/NC(=O)Cn2cnc3c2c(=O)n(C)c(=O)n3C)ccc1O	0	-5	7	-5	-5.3	4	4	0.0	0
CC1(C)NC(=O)N(c2ccc([N+](=O)[O-])c(C(F)(F)F)c2)C1=O	10	7	1	-6	nt	2	5	0.0	3
Cc1ccc(OCC(=O)NCCCNC(=O)c2cnccn2)cc1C	0	6	-1	1	2.5	-6	-2	0.2	-6
Cc1ccc(S(=O)(=O)C2(C(=O)NC3CCCCC3)CC2)cc1	3	1	0	1	-1.4	-4	-4	-0.1	4
COc1ccc(C2/C(=C(/O)c3ccc(C)cc3)C(=O)C(=O)N2CCCN2CCOCC2)cc1 (stereo not drawn)	3	8	-8	7	2.6	1	3	0.2	-3
Cc1ccsc1/C=N/N1CCN(Cc2ccccc2)CC1	4	0	3	-8	-1.9	0	8	0.0	3
CC1CCCC(NC(=O)C2CCC(CNc3c(N4CCCCC4)c(=O)c3=O)CC2)C1C (stereo not drawn)	4	4	-2	4	0.4	1	0	-0.1	-1
CC1(C)CC2(C)OCCN2C(=S)N1 (stereo not drawn)	0	5	-2	0	1.4	6	13	-0.1	2
O=C(CN1CCc2cc3c(cc2C1)OCCCO3)Nc1c(F)cccc1F	4	1	-2	5	0.0	2	4	0.0	1
CCCc1c(O)c2ccccc2[nH]c1=O	0	0	-4	-2	-0.4	2	3	-0.1	0
Cn1c(Cn2nnc3ccccc32)nnc1SCC(N)=O	0	4	-6	7	1.8	-5	1	0.0	-2
Cc1cc(C(=O)CSc2nnc(N)s2)c(C)n1CCc1ccc(F)cc1	2	4	-2	8	2.6	-2	36	-0.1	-6
CCOC(=O)N1CCN(C(=O)c2ccc(CS(=O)(=O)c3ccccc3OC)o2)CC1	0	5	0	4	-0.1	-1	4	0.0	-2
CN(c1ccc(C(=O)NCc2cccnc2)cc1)S(=O)(=O)c1ccc(Cl)cc1	0	3	4	6	-0.8	4	4	0.4	5
C=CCn1c(SCCC(=O)O)nnc1-c1cccs1	1	-6	-2	-7	0.2	3	34	0.0	1
O=C(COc1ccccc1)Nc1ccc(CN2CCCCC2)cc1	4	0	-3	-1	5.5	6	5	0.0	1
Cc1cc(OC(=O)c2c(C)cc(OC(=O)c3c(C)cc(O)cc3O)cc2O)cc(O)c1C(=O)O	3	11	3	7	-7.3	4	-3	0.5	-9
O=S(=O)(Nc1ccc(-n2cnnn2)cc1)c1cccs1	0	1	-1	-1	nt	2	5	0.1	nt
Cc1cc(C)c2nc(SCC(=O)NCCN3C(=O)CSC3=O)cc(C)c2c1	0	2	-4	0	0.2	4	3	0.1	0
CC1(CC(=O)N/N=C/c2cc([N+](=O)[O-])c(O)cc2O)OCCO1	8	6	6	28	-16	8	13	-0.1	-1
CC(C)N(C(=O)COC(=O)[C@H](C)NC(=O)c1ccco1)c1ccccc1	0	-2	1	1	-0.5	5	5	0.0	-3
Cc1nc(N2CCN(c3ccccn3)CC2)c2c(C)c(C(=O)Nc3ccc(F)cc3)sc2n1	3	6	-7	7	1.0	2	8	0.1	-32
Cc1cccc(-n2c(N)cc(=O)nc2SCC(=O)Nc2cc(C)on2)c1	4	2	-1	2	-2.1	-3	15	0.1	0
O=C(O)C1CCN(C(=O)CSc2nnc3ccccn23)CC1	1	nt	nt	nt	nt	1	0	-0.1	nt
CCOC(=O)C(Sc1cc(-c2ccccc2)nc2ncnn12)C(C)=O (stereo not drawn)	1	0	2	-11	1.6	-12	6	0.5	-2
CC1CCN(Cc2cc(=O)oc3ccc(C(C)C)cc23)CC1	0	2	2	2	-3.5	-2	4	0.3	5
CCC(CC)c1nnc(NC(=O)c2ccc([N+](=O)[O-])cc2)s1	0	-3	-6	-11	-3.0	2	4	0.0	0
CC(=O)C1C(=O)CC(c2ccc(Cl)cc2)CC1=O (stereo not drawn)	2	7	6	4	1.1	2	4	0.1	0
Cc1noc(-c2ccc(C(F)(F)F)cc2)c1NC(=O)Nc1ccc(Cl)cc1	0	5	-16	9	2.2	-2	15	0.2	-12
CCN(C(=O)CO/N=C/c1ccc(OC)cc1OC)c1c(N)n(Cc2ccccc2)c(=O)[nH]c1=O	1	1	1	3	nt	6	-3	-0.3	nt
CCC(C)(C)n1nnnc1C(c1cc2ccc(OC)cc2[nH]c1=O)N1CCN(C2CCCCC2)CC1 (stereo not drawn)	0	4	-1	-2	nt	-6	-17	0.2	4
CCOc1ccc(CNc2ccc(N3CCCC3)cc2)cc1	2	16	2	12	0.0	7	-12	0.0	2
CC(=O)NC(CCS(C)(=O)=O)C(=O)Nc1cc(C)ccc1C (stereo not drawn)	0	-2	-6	-2	-0.2	6	-57	0.0	-1
N#Cc1ccccc1NC(=O)c1ccccc1OCC(=O)Nc1ccc2c(c1)oc1ccccc12	1	6	-7	2	-0.3	0	-1	0.0	-22
Next compounds follow:
SMILES	GRK2 aptamer HTS	BCLXL inh	PME-1 primary	MCL1-BIM inh	MEX-5 binding	GLD-1 RNA inh	VLA-4 inh	Efflux pump mplx	Fam108B inh
CCCc1cc(O)c2c(C)cc(=O)oc2c1	0	18	-4	9	-1.0	25	-24	-0.1	0
COCCn1c(SCC(=O)c2ccc(Cl)cc2)nnc1C(C)C	0	-8	1	2	-2.1	-7	-11	0.0	10
CCCc1nc2sc3c(c2c(=O)n1NC(=O)CCC(=O)OC)CCCC3	0	7	-1	8	-1.5	10	7	-0.1	7
O=C(CCc1nc2ccccc2c(=O)[nH]1)OCC(=O)N1CCc2ccccc21	1	-9	2	-8	2.3	11	1	0.1	2
CCOC(=O)c1[nH]c(C)c(CN(Cc2ccco2)C(=O)C(F)(F)F)c1C	1	8	-2	4	-1.4	7	-8	-0.1	3
Cc1cccc(C(=O)OC(C)C(=O)Nc2ccc(S(=O)(=O)N3CCCC3)cc2)c1O (stereo not drawn)	0	-2	-9	-8	-0.2	1	5	0.1	-10
O=C(NNC(=O)c1ccc(F)cc1)c1ccncc1	2	-1	0	-7	-0.3	0	1	-0.3	0
COc1ccc(C(=O)n2c(SC)nc3cc4c(cc32)OCCO4)cc1	0	-1	0	0	0.5	8	7	0.1	-3
CC1CN(Cc2ccccc2)c2nc3c(c(=O)[nH]c(=O)n3C)n2C1 (stereo not drawn)	0	0	1	4	-0.4	3	15	0.1	-2
COc1ccc(CNC(=O)CN2C(=O)NC3(CCCCCC3)C2=O)cc1	1	nt	nt	nt	nt	-3	0	0.2	nt
CCc1ccc(N(C(=O)c2csnn2)C(C(=O)NC2CCCC2)c2cccnc2)cc1 (stereo not drawn)	1	3	-6	6	0.8	-3	11	0.1	4
CC(/C=C/c1ccccc1)=N/NC(=O)CNC(=O)c1ccc2c(c1)OCO2	1	2	3	-3	1.6	9	8	0.0	-1
CC1=CC(C)(C)N(C(=O)CN2C(=O)CCC2=O)c2ccccc21	0	-1	2	-1	-1.5	-5	0	0.0	1
COC(=O)c1ccc(S(=O)(=O)NCc2ccco2)o1	47*	8	-1	7	-0.2	2	-4	-0.1	6
